P. falciparum M1AAP: malaria alanyl aminopeptidase activity blockers – biochemical, fluorogenic H-Leu-NHMec substrate, 1536-well (AID 1445). recombinant M1AAP, H-Leu-NHMec fluorogenic kinetic assay; higher % means a stronger effect. inhibition, % at 30 µM; hits with a dose series show IC50 in µM. hit rate 0.42% among 220,000;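 active = primary inhibition above the hit cutoff, then over 50% inhibition at one or more dose response concentrations, cut at about 23% in these data, passing the limit was not always enough; inconclusive = conflicting primary data, or primary hits not chosen for dose response; inactive = low primary inhibition, or under 50% at every dose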;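 note: plate controls were DMSO full reaction for no effect and no enzyme background for full effect; strong numbers were not always called active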
Lipid droplet: modulators of hepatic lipid droplet formation. inhibition, % at 6.5 µM. AID 1656. hit rate 0.4% among 240,000. AML12 mouse hepatocytes, oleate lipid droplets, BODIPY imaging;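 active = lipid droplet intensity inhibited by at least 50%, with more than 500 cells counted; inconclusive = wells with under 300 cells, treated as cytotoxic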
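Material – mouse AML12 hepatocyte cell line, fixed after treatment · Compound dosing – one dose, 6.5 µM compound · Times – compound with oleate, overnight · Measured by – Image-based BODIPY and DAPI two-channel analysis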
human PMI inhibition: inhibitors of human PMI, primary screen, biochemical, fluorescence intensity, coupled assay (AID 1209). hit rate 0.42% among 190,000. purified PMI enzyme, coupled fluorescence intensity; higher % means a stronger effect. inhibition, % at 20 µM, or IC50 in µM where a hit was titrated;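 note: plate controls were DMSO vehicle for no effect and wells lacking substrate for full effect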
UTI89 phage lysis: protection from phage-mediated lysis, alamar blue read-out – E. coli UTI89, K1F phage, bacterial capsule biogenesis inhibitors (AID 488966). one-dose inhibition, % at 100 µM; IC50 in µM for titrated hits. E. coli UTI89 K1F phage lysis, alamar blue, 2 h; higher % means a stronger effect. hit rate 0.02% among 340,000;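 active = phage lysis inhibition, versus mean bacterial control, above a set limit; inconclusive = no clear call, values can overlap the other calls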;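 note: capsule biogenesis inhibitors block K1F phage lysis so surviving cells raise fluorescence; higher fluorescence means more inhibition of phage lysis; actives were called in the ten point dose series up to 300 µM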
XIAP antagonists: small molecules displacing peptide from XIAP – biochemical, IAP family, fluorescence polarization (AID 1018) | XIAP BIR domain, fluorescence polarization peptide displacement; higher % means a stronger effect | displacement, % at 20 µM, or IC50 in µM where a hit was titrated | hit rate 0.007% among 200,000; in the data active = displacement above about 50%; note: a part of the inactive calls stands beside numbers as strong as those of hits
TNAP activation fold: stimulation of alkaline phosphatase TNAP activity – biochemical, luminescent, no phosphate acceptor, uHTS, primary screen (AID 1001); one-dose activation fold at 20 µM; EC50 in µM for titrated hits; purified TNAP, luminescent activation assay, no phosphate acceptor; higher activation fold means a stronger effect; hit rate 0.03% among 200,000; in the data active = activation fold from about 3, or a potency from the dose series; inactive = the rest, 99 in 100 with activation fold below about 1.6; note: many of its hits are not listed in these tables
PMI inhibition: MPI inhibition at elevated mannose 6-phosphate – biochemical, fluorescence intensity, high mannose 6-phosphate, primary screen (AID 1220); inhibition, % at 20 µM; hits with a dose series show IC50 in µM; hit rate 0.66% among 190,000; recombinant PMI enzyme, coupled fluorescence intensity; higher % means a stronger effect
SIAH1 antagonists: Siah-1 peptide-binding antagonists, primary screen, biochemical, fluorescence polarization, rhodamine-plectin, uHTS (AID 1817); one-dose displacement, % at 20 µM; IC50 in µM for titrated hits; hit rate 0.02% among 290,000; Siah-1 / rhodamine-plectin peptide fluorescence polarization; higher % means a stronger effect;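 active = displacement of at least 50% at 20 µM, with a fluorescence ratio check between 0.3 and a set limit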;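 note: plate controls were Siah plus tracer with DMSO for no effect and tracer alone without Siah for full effect; strong numbers were not always called active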
M17LAP inhibition: P. falciparum M17LAP inhibitors, primary screen, biochemical, fluorogenic H-Leu-NHMec substrate, 1536-well (AID 1619); recombinant M17LAP, H-Leu-NHMec fluorogenic kinetic assay; higher % means a stronger effect; hit rate 0.38% among 220,000; inhibition, % at 30 µM; hits with a dose series show IC50 in µM;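 active = compound inhibiting the enzyme by more than half at any dose during confirmatory dose-response retesting; inconclusive = strong single-dose inhibitors picked by rank but not retested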;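 note: plate controls were full reaction with DMSO carrier for no effect and no enzyme background for full effect; strong numbers were not always called active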
Lipid droplet cells 6.5 µM: further read-out of Lipid droplet, marked with its call; cell count; measured here: cell count, cytotoxicity flag;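 cells counted across two imaged fields per well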
* marks the source's active call; other numbers are inactive results; u = inconclusive; x = no result given; [ ] = dose if it differs, or a comment. Cut-off read from the data, not from the text of the source, unless noted: active = inhibition above about 50%; inactive = the rest. Outcome played no part in choosing rows, and some 1.9% of all compounds hit somewhere here.

| mol | M17LAP inhibition | Lipid droplet cells 6.5 µM | PMI inhibition | Lipid droplet | XIAP antagonists | human PMI inhibition | P. falciparum M1AAP | TNAP activation fold | UTI89 phage lysis | SIAH1 antagonists |
| --- | --- | --- | --- | --- | --- | --- | --- | --- | --- | --- |
| O=C(NCCCCCCCCCNC(=O)C(F)(F)F)C(F)(F)F | -2% | x | -5% | x | 1.5% | -5% | 7% | 1 | 2.3% | 2% |
| O=C(CCSCCC(=O)Nc1c(F)c(F)c(F)c(F)c1F)Nc1c(F)c(F)c(F)c(F)c1F | 7% | 709 | -10% | 12 | -5.4% | -4% | 3% | 1.2 | -0.5% | 8% |
| O=C(CNC(=O)c1ccc(Cl)cc1)OCC(=O)N1CCCC1 | -2% | 667 | -1% | -10 | -13% | -3% | 0% | 1 | 0.2% | 17% |
| Cn1c(N)c(C(=O)Nc2c(Cl)cccc2Cl)sc1=S | 25% | 777 | x | 0 | x | x | 8% | x | -2.0% | 8% |
| CCCC(=O)NC(=S)Nc1cccc(NC(=O)c2ccccc2)c1 | 4% | 714 | 7% | -15 | -6.4% | 2% | 8% | 1.1 | -1.2% | 2% |
| Cc1ccsc1-c1nc(CN2C[C@@H](C)O[C@@H](C)C2)c(C)o1 | 6% | 699 | 12% | -2 | -2.7% | 19% | 0% | 1 | 0.2% | -6% |
| COc1ccc(CC(=O)NCCC2=CCCCC2)cc1 | 4% | 638 | -2% | -12 | -6.5% | 1% | 4% | 1.1 | 1.0% | 6% |
| Cc1ccc(S(=O)(=O)C2(C(=O)O)CCCC2)cc1C | 1% | x | 5% | x | -7.8% | 0% | 0% | 1.1 | -0.1%[50 µM] | 0% |
| COC(=O)N/N=C\c1ccc(-c2cc(Cl)c(Cl)cc2Cl)o1 | -5% | 615 | 10% | -22 | -3.9% | 3% | 3% | 1.1 | 0.1% | 17% |
| Cc1sc2nc(CN3CCOCC3)nc(NS(=O)(=O)c3ccccc3)c2c1C | 3% | 748 | -6% | -3 | -6.6% | -9% | 2% | 1.1 | 0.3% | 1% |
| Cc1nn(C)cc1-c1n[nH]c(=S)n1-c1ccc(F)cc1 | -1% | 610 | 2% | 23 | -1.0% | 0% | 2% | 1 | 2.2%[50 µM] | 6% |
| CCOc1ccc(C(=O)CSc2nnc(N)s2)cc1 | -3% | x | -15% | x | -0.8% | -21% | 1% | 1.1 | -1.2% | 3% |
| Cc1ccc(CCCOC(=O)C[N+]2(C)CCCC2)cc1 | 4% | 595 | 3% | 13 | -21% | x | 5% | 1 | 4.0% | -2% |
| CSc1nc2sc3c(c2c(=O)n1C1CCCCC1)CCN(C)C3 | 0% | 641 | 11% | -19 | -2.4% | 16% | u | 1.2 | 4.5% | 4% |
| O=C(NC(=S)Nn1cnnc1)c1cccc(Br)c1 | 18% | 696 | 11% | 5 | -1.1% | 19% | 0% | 1.1 | 3.5% | -4% |
| COc1cc2c(cc1OC)CN(CC(=O)Nc1ccc(C)cc1)CC2 | 1% | x | -12% | x | -0.6% | -9% | 6% | 1.1 | 6.5% | -6% |
| CC(C)CNS(=O)(=O)c1cc(C(=O)N2CC(C)OC(C)C2)c(Cl)cc1Cl (stereo not given) | -2% | x | 1% | x | -0.9% | 1% | 2% | 1.1 | 0.4% | -2% |
| COC(=O)c1ccc(COC(=O)c2ccc(S(=O)(=O)N3CCC(C)CC3)cc2)o1 | -3% | 676 | -12% | 3 | -5.6% | -3% | 0% | 1.3 | 0.5% | 0% |
| CCn1cc(C(=O)NCC2COc3ccccc3O2)c2cc(OC)c(OC)cc2c1=O (stereo not given) | -12% | 752 | 2% | 3 | -4.5% | -4% | 4% | 1.1 | -0.1% | 3% |
| Cc1cccc(C(=O)Nc2cc(=O)n(C)c(=O)n2C)c1 | -9% | 662 | 7% | 18 | -2.0% | 7% | 1% | 1.1 | 0.0% | -2% |
| Cc1cc(C(=O)Nc2cc(C(C)(C)C)on2)c(C)o1 | 6% | 754 | x | 13 | x | x | 8% | x | 0.9% | 6% |
| O=C(Nc1nnc(-c2ccccc2F)s1)Nc1ccccc1F | -7% | 682 | 1% | 10 | 0.6% | -1% | -2% | 1.1 | 0.3% | -4% |
| C[C@@H]1NC(=O)/C(=C\c2ccccc2Cl)NC1=O | 3% | 771 | x | 0 | x | x | 0% | x | x | 4% |
| CCOC(=O)c1[nH]c2cc(OC)c(OC)cc2c1NC(=O)c1ccc2c(c1)OCO2 | -4% | x | 13% | x | -4.6% | 6% | -3% | 1 | -1.4% | -2% |
| O=C(/C=C/c1ccco1)Nc1sc2c(c1C(=O)O)CCC2 | 51% | x | 6% | x | -0.5% | 5% | 12% | 1.1 | 1.1% | -5% |
| CN1CCCN(C(=O)/C=C/c2ccc(Cl)cc2Cl)CC1 | 6% | 684 | -14% | 6 | -14% | -25% | 9% | 1 | 0.3% | -4% |
| O=C(O)c1cc(-c2cc3ccccc3o2)nn1-c1ccccc1 | 0% | 668 | 5% | 6 | -3.0% | -14% | -7% | 1.1 | -3.3% | -2% |
| CCCCc1c(C)nc2ccc(Br)cc2c1SCCC#N | -5% | 591 | 11% | -21 | -6.0% | 11% | -4% | 1.1 | x | 6% |
| O=C(NCc1nc2ccccc2[nH]1)C1=C[C@@H](c2ccc(Br)cc2)C[C@@H](OCc2ccc(CO)cc2)O1 | -7% | 722 | 4% | -7 | -8.5% | 13% | 5% | 1.2 | 3.9% | 1% |
| CN(C)Cc1ccccc1Sc1ccc(Br)cc1 | -9% | 636 | -3% | -8 | 1.3% | -2% | 7% | 1.1 | 1.1%[50 µM] | -3% |
| COc1cccc(C(=O)C2CN(c3ccccc3)CC2c2ccc(Cl)cc2)c1 (stereo not given) | -8% | x | -10% | x | -6.5% | -1% | 7% | 1 | 5.3% | 0% |
| Cc1cc(=O)oc(C)c1C(=O)Nc1cccnc1Cl | 6% | 706 | x | -11 | x | x | 0% | x | 1.4% | 0% |
| CCOC(=O)Nc1oc2ccccc2c(=O)c1C | -7% | 739 | 1% | 0 | -6.1% | -1% | 10% | 1.1 | -0.2% | -4% |
| CC(=O)Nc1cccc(NC(=O)CSc2ncc(-c3ccccc3)[nH]2)c1 | -1% | 692 | -5% | 0 | -4.8% | 10% | 12% | 1.1 | -0.1% | 11% |
| COc1cc(/C=N/n2cnnc2)ccc1OC(=O)c1ccncc1 | 12% | x | 2% | x | -0.5% | -2% | 8% | 1.1 | 1.1% | 1% |
| CC1CCN(c2nc3ccccc3nc2N2CCC(C)CC2)CC1 | 14% | 752 | 4% | -3 | -1.9% | 11% | 1% | 1.1 | x | 0% |
| O=C(CCl)Nc1c[nH]c(=O)[nH]c1=O | 7% | 688 | -2% | 4 | -1.4% | -14% | 1% | 1.2 | 0.4% | 5% |
| CC1(C)CC(=O)c2sc(NC(=O)CN3C(=O)CCC3=O)nc2C1 | 27% | 447 | 13% | -3 | -11% | 14% | -3% | 1 | 0.1% | -3% |
| N#C/C(=C/c1ccc(N2CCCCC2)o1)C(=O)Nc1ccc2ccccc2c1 | 8% | 603 | 16% | 25 | -7.5% | 13% | 5% | 0.6 | 0.0% | -4% |
| O=C(Nc1ccccc1)c1cc(S(=O)(=O)N2CCSCC2)ccc1Cl | 8% | 593 | 8% | -9 | x | 14% | 4% | 1.1 | 0.3% | 4% |
| C=CCn1c(C)cc(C2=NNC(=NC(C)(C)C)SC2)c1C | 2% | 647 | 0% | -29 | -3.2% | -2% | 5% | 0.9 | 4.6% | 3% |
| O=C(Nc1cccnc1)c1cccs1 | 7% | 755 | 8% | 9 | -5.4% | 16% | 6% | 1.1 | -0.8% | 0% |
| O=C(NNC(=O)c1cccc2ccccc12)c1ccc(-c2ccccc2)cc1 | -2% | 708 | 12% | -3 | -4.3% | 15% | 7% | 1.4 | -1.1% | 2% |
| Cc1ccc(CNC(=O)CCCC(=O)O)cc1 | -5% | 753 | 4% | -1 | -7.6% | 11% | 6% | 1.1 | 1.1% | -4% |
| COC(=O)c1c(NC(=O)CN2CCN(c3ccccc3)CC2)c2c(C)cccc2n1C | 5% | x | 3% | x | 0.6% | 1% | 1% | 1.1 | 5.4% | 1% |
| CNc1nnc(Sc2ncccc2[N+](=O)[O-])s1 | 3% | 675 | x | -3 | x | x | -2% | x | 0.5% | 8% |
| Cc1cccc(C)c1OCC(=O)Nc1cccc(NC(=O)c2ccco2)c1 | -1% | 721 | -4% | 0 | -2.3% | -5% | 13% | 1.1 | 0.0% | -8% |
| Cn1cc([N+](=O)[O-])c(C(=O)Nc2ccc(-c3nc4ccccc4[nH]3)cc2)n1 | 6% | 669 | 2% | 1 | -7.0% | 14% | 6% | 1.1 | -0.2%[50 µM] | 5% |
| Cc1ccc(Cl)cc1N1CCN(C(CC(C)C)c2nnnn2CC2CCCO2)CC1 (stereo not given) | -9% | 770 | 7% | 1 | -4.3% | 11% | -6% | 1 | 0.0% | -5% |
| Cc1cc(C(=O)Nc2ccc(N3CCOCC3)c(Cl)c2)c(C)o1 | 6% | 718 | x | 6 | x | x | 6% | x | 0.9% | 11% |
| CCN(C(=O)COC(=O)c1nn(-c2ccccc2)c(=O)c2ccccc12)C1CCS(=O)(=O)C1 (stereo not given) | -4% | 703 | x | -3 | x | x | 2% | x | -0.1% | 6% |
| CC1(C)CC2CC(C)(CN2C(=O)c2ccc([N+](=O)[O-])cc2)C1 (stereo not given) | -1% | 738 | 6% | -31 | 1.1% | 6% | -2% | 1.1 | -1.7% | -2% |
| O=C(O)C1C2C=CC(C2)C1C(=O)OCc1ccccc1 (stereo not given) | 19% | 706 | 8% | 4 | -2.7% | 11% | 1% | 1.1 | 0.1% | -1% |
| Oc1ccccc1/C=N/Nc1nc2ccccc2o1 | -16% | 684 | x | -9 | x | x | 15% | x | 0.4% | 2% |
| COc1ccc2c(c1)C(=O)N(c1ccccc1OC)C(=O)C2(C)C | -9% | x | 4% | x | -3.2% | -3% | 12% | 1 | 0.0% | 1% |
| O=C(N1CCOCC1)C12CC3CC(C1)CC(n1cnc(Cl)n1)(C3)C2 | -16% | 699 | 1% | -14 | -1.3% | -5% | -7% | 1.1 | 0.5%[50 µM] | 9% |
| Cc1ccc(-c2nc(NCc3ccc(F)cc3)n(S(C)(=O)=O)n2)cc1 | 5% | 682 | 6% | -1 | -2.4% | 6% | 6% | 1.1 | 1.5% | 8% |
